PfHsp40 rescue: rescue of PfHsp40-mediated yeast toxicity; hit rate 0.68% among 340,000; growth rescue, % at 12.5 µM; S. cerevisiae expressing PfHsp40, growth rescue, ATP luminescence; AID 504582; in the data active means growth rescue above about 28%, passing the limit was not always enough; inconclusive means no clear call, values can overlap the other calls;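 further: yeast W303a lacking pdr1 and pdr3 grown in galactose medium; growth measured after three days at 30 °C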
BioA inh: blocks M. tuberculosis BioA enzyme activity; hit rate 0.096% among 360,000; inhibition, % at 9.99 µM; purified M. tuberculosis BioA enzyme, plate reader; in the data active means inhibition above about 40%; inconclusive means no clear call, values can overlap the other calls
BoNT-F LC inh: inhibitors of Botulinum neurotoxin F light chain protease; Multiplex microsphere protease cleavage assay, flow cytometry; inhibition, % at 10 µM; hit rate 0.22% among 360,000; AID 588497; in the data active means inhibition above about 35%, passing the limit was not always enough; inconclusive means no clear call, values can overlap the other calls; further: plate controls were buffer without enzyme for full effect and enzyme alone for no effect
Mtb FBA inh: Mtb fructose-bisphosphate aldolase inhibition; inhibition, % at 1 µM; P9WQA3; AID 588726; purified M. tuberculosis FBA, fluorescence read-out; hit rate 2.3% among 360,000; in the data active means inhibition above about 27%;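 further: 0% = vehicle and 100% = reference inhibitor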
BoNT A protease: inhibitors of Botulinum neurotoxin A light chain protease. multiplex microsphere protease substrate cleavage, flow cytometry. inhibition, % at 10 µM. hit rate 0.17% among 360,000; further: plate controls were buffer without enzyme for full effect and enzyme alone for no effect
Mtb UGM inh: blocks M. tuberculosis UGM enzyme | P9WIQ1 | purified UGM, fluorescence polarization probe displacement | inhibition, % at 10 µM | hit rate 0.06% among 320,000; in the data active means inhibition above about 10%, passing the limit was not always enough; inconclusive means no clear call, values can overlap the other calls
GDH-TPI counter: counter-screen for M. tuberculosis FBA inhibitors: GDH-TPI coupled enzymes; GDH-TPI coupled enzyme counterscreen, NADH absorbance; hit rate 1.2% among 360,000; AID 588335; inhibition, % at 4.8 µM; in the data active means inhibition above about 30%;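 further: 0% = DMSO wells and 100% = wells lacking the enzyme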
Anthrax LF inh2: blocks Bacillus anthracis lethal factor protease | inhibition, % at 10 µM | hit rate 0.12% among 360,000 | multiplex microsphere protease cleavage assay, LF; further: plate controls were buffer without enzyme for full effect and enzyme alone for no effect
Target sequence (P15917 whole entry, looked up): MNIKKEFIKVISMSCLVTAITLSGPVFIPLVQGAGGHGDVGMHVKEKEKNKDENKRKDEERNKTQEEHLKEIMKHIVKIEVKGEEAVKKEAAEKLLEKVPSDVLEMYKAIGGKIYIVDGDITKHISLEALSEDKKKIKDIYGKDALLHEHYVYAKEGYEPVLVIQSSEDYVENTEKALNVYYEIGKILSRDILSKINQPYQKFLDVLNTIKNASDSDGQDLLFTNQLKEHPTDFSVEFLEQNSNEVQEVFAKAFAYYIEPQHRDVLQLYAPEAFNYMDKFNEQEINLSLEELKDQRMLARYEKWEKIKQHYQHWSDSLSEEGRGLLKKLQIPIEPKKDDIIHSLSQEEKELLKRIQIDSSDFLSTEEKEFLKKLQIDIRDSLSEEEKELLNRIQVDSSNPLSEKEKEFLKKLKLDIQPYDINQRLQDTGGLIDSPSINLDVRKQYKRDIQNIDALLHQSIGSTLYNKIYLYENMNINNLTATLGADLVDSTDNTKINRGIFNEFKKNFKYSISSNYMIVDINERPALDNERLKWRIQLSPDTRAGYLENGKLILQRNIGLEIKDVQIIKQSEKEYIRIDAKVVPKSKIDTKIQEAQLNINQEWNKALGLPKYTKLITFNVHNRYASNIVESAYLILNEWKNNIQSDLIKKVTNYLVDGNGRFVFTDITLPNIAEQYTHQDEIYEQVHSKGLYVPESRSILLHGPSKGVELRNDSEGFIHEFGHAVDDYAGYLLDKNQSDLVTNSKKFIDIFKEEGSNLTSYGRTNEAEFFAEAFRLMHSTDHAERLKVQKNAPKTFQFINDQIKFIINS
FadD28 FP inh: inhibitors of Mycobacterium tuberculosis FadD28 bisubstrate binding. hit rate 0.22% among 360,000. AID 588549. FadD28 bisubstrate probe binding, fluorescence polarization. inhibition, % at 12.5 µM; in the data active means inhibition above about 8.5%, passing the limit was not always enough; inconclusive means no clear call, values can overlap the other calls
* hit, by the source's call; & = joins results of further samples. Unless noted, no stated cut-off is given here; in the data, active means inhibition above about 30%; inconclusive means no clear call, values can overlap the other calls; inactive means below that.

`Cc1cc(C(=O)N2CCN(S(=O)(=O)c3ccc(F)c(Cl)c3)CC2)c(C)o1` gave PfHsp40 rescue -2.3, BioA inh 4.9, BoNT-F LC inh -6, Mtb FBA inh -1, BoNT A protease -0.3, Mtb UGM inh 0.0, GDH-TPI counter -8, Anthrax LF inh2 1 and FadD28 FP inh -1.2.
For COc1ccc(/C=C/C(=O)Nc2ccccc2F)cc1S(=O)(=O)N1CCOCC1 the results were PfHsp40 rescue -0.6, BioA inh -0.3, BoNT-F LC inh -3, Mtb FBA inh 4, BoNT A protease 0.1, Mtb UGM inh -0.8, GDH-TPI counter 26, Anthrax LF inh2 -4 and FadD28 FP inh -1.5.
`Cc1ccc(C(=O)NC2(O)C(=O)c3ccccc3C2=O)cc1C` gave PfHsp40 rescue 1.0, BioA inh -0.8, BoNT-F LC inh inconclusive, Mtb FBA inh 0, BoNT A protease 5.0, Mtb UGM inh 0.3, GDH-TPI counter -2, Anthrax LF inh2 -7 and FadD28 FP inh -3.0.
COCCNc1nc(C)cc(-c2cc(C(=O)Nc3ccccc3)on2)n1 was read as PfHsp40 rescue 0.0, BioA inh -2.0, BoNT-F LC inh -7, Mtb FBA inh 2, BoNT A protease 0.1, Mtb UGM inh -1.0, GDH-TPI counter -2, Anthrax LF inh2 -3 and FadD28 FP inh -7.4.
Screening O=C(O)C(Cc1ccccc1)N=C(NS(=O)(=O)c1ccccc1)c1ccccc1 (stereo unspecified) returned PfHsp40 rescue 3.3, BioA inh 0.2, BoNT-F LC inh -1, Mtb FBA inh -1, BoNT A protease -0.2, Mtb UGM inh 1.9, GDH-TPI counter 1, Anthrax LF inh2 -2 and FadD28 FP inh 0.5.
Screening CC1CCCC(NC(=S)Nc2cccc(S(=O)(=O)N(C)C)c2)C1C (stereo unspecified) returned PfHsp40 rescue -1.2, BioA inh 2.0, BoNT-F LC inh -6, Mtb FBA inh 1, BoNT A protease -0.5, Mtb UGM inh 0.4, GDH-TPI counter -3, Anthrax LF inh2 0 and FadD28 FP inh 6.4.
`COc1ccccc1P(=O)(c1ccccc1)c1ccccc1NC(C)=O` (stereo unspecified) gave PfHsp40 rescue -1.7, BoNT-F LC inh -1, Mtb FBA inh 2, BoNT A protease -0.6, Mtb UGM inh 2.9, GDH-TPI counter 1, Anthrax LF inh2 6 and FadD28 FP inh -1.1.
`COc1ccc(Cc2nnc(NC(=O)c3ccc(C)cc3)s2)cc1OC` gave PfHsp40 rescue -2.5, BioA inh 6.0, BoNT-F LC inh -5, Mtb FBA inh 1, BoNT A protease 0.8, Mtb UGM inh 1.1, GDH-TPI counter -3, Anthrax LF inh2 -6 and FadD28 FP inh -0.2.
Screening Cc1cccc(N=C2C(=O)Nc3c(Cl)cccc32)c1 returned PfHsp40 rescue -0.3, BioA inh -4.8, BoNT-F LC inh -20, Mtb FBA inh 3, BoNT A protease -3.8, Mtb UGM inh -2.6, GDH-TPI counter 7, Anthrax LF inh2 0 and FadD28 FP inh -2.4.
`CC(C(=O)O)N(C(=O)c1ccccc1)c1ccc(F)cc1` (stereo unspecified) gave PfHsp40 rescue -0.3, BioA inh -1.7, BoNT-F LC inh -9, Mtb FBA inh -1, BoNT A protease -0.2, Mtb UGM inh -1.2, GDH-TPI counter 4, Anthrax LF inh2 0 and FadD28 FP inh 0.5.
`N#Cc1ccc(N2CCN(c3ccc(F)cc3)CC2)cc1` gave PfHsp40 rescue 1.7, BioA inh -0.2, BoNT-F LC inh -4, Mtb FBA inh 3, BoNT A protease -0.7, Mtb UGM inh 0.8, GDH-TPI counter -2, Anthrax LF inh2 -6 and FadD28 FP inh -2.9.
Screening CCOC(=O)c1[nH]c2ccc(OC)cc2c1N=CN(C)C returned PfHsp40 rescue 0.4, BioA inh -1.4, BoNT-F LC inh 9, Mtb FBA inh 39*, BoNT A protease 0.4, Mtb UGM inh 0.6, GDH-TPI counter 3, Anthrax LF inh2 -4 and FadD28 FP inh -3.7.
CCOC(=O)c1cnn(-c2ccccc2)c1-n1cccc1C(=O)C(=O)Nc1ccc(OC)cc1 was read as PfHsp40 rescue 1.2, BioA inh -1.9, BoNT-F LC inh 11, Mtb FBA inh -1, BoNT A protease 0.7, Mtb UGM inh -1.2, GDH-TPI counter 21, Anthrax LF inh2 -2 and FadD28 FP inh -1.2.
C[C@H](CO)N1C[C@H](C)[C@@H](CN(C)C(=O)Nc2ccccc2)Oc2c(NS(=O)(=O)c3cn(C)cn3)cccc2C1=O was read as PfHsp40 rescue 1.1, BioA inh 2.2&-0.4, BoNT-F LC inh -2, Mtb FBA inh 0, BoNT A protease -0.7, Mtb UGM inh 1.1, GDH-TPI counter -5, Anthrax LF inh2 2 and FadD28 FP inh -2.3.
Screening C=CCn1c(=O)/c(=C2/SC(C)=C(C)N2CC)s/c1=C1/C(=O)N(CC)C(=S)N1c1ccccc1 returned PfHsp40 rescue -1.4, BioA inh -1.9, BoNT-F LC inh 8, Mtb FBA inh -5, BoNT A protease 0.5, Mtb UGM inh -1.0, GDH-TPI counter -3, Anthrax LF inh2 7 and FadD28 FP inh -1.7.
Screening CN(C)S(=O)(=O)c1cccc(NC(=O)c2ccccc2OCc2ccc(F)cc2)c1 returned PfHsp40 rescue -1.5, BioA inh -1.3, BoNT-F LC inh 4, Mtb FBA inh -4, BoNT A protease -2.9, Mtb UGM inh -4.5, GDH-TPI counter 2, Anthrax LF inh2 4 and FadD28 FP inh -1.8.
Screening COCCCNC(=O)CN(Cc1ccccc1)S(=O)(=O)c1ccccc1 returned PfHsp40 rescue 1.2, BioA inh -2.1, BoNT-F LC inh -10, Mtb FBA inh 6, BoNT A protease 1.0, Mtb UGM inh 1.3, GDH-TPI counter 12, Anthrax LF inh2 10 and FadD28 FP inh -1.0.
`CCOc1ccc2[nH]c(=O)c(CN(Cc3ccc(C)cc3)C(=O)N3CCCC3)cc2c1` gave PfHsp40 rescue 5.0, BoNT-F LC inh -1, Mtb FBA inh 5, BoNT A protease 0.9, Mtb UGM inh 0.7, GDH-TPI counter -2, Anthrax LF inh2 -7 and FadD28 FP inh 1.7.
CCOC(=O)C(CCC(=O)O)(CCC(C)C)c1csc(N)n1 (stereo unspecified) was read as PfHsp40 rescue -1.2, BioA inh -1.5, BoNT-F LC inh 4, Mtb FBA inh 1, BoNT A protease 0.6, Mtb UGM inh -2.6, GDH-TPI counter 0, Anthrax LF inh2 8 and FadD28 FP inh -3.0.
COc1ccc2[nH]c(=O)c(CN(CC3CCCO3)C(=S)Nc3ccc(C)cc3)cc2c1 (stereo unspecified) was read as PfHsp40 rescue -1.4, BoNT-F LC inh -2, Mtb FBA inh 12, BoNT A protease -1.2, Mtb UGM inh 3.5, GDH-TPI counter 10, Anthrax LF inh2 -3 and FadD28 FP inh -3.4.
`CCOC(=O)N1CCN(C(=O)c2cccc(NC(=O)c3ccco3)c2)CC1` gave PfHsp40 rescue -1.1, BioA inh 0.5, BoNT-F LC inh -22, Mtb FBA inh 1, BoNT A protease -1.2, Mtb UGM inh 0.8, GDH-TPI counter 6, Anthrax LF inh2 3 and FadD28 FP inh -2.6.
Screening CC(=O)NC(CSc1cc(C)nc2ccc(Br)cc12)C(=O)O (stereo unspecified) returned PfHsp40 rescue -1.1, BioA inh 11, BoNT-F LC inh -1, Mtb FBA inh 8, BoNT A protease -1.1, Mtb UGM inh -3.2, GDH-TPI counter -4, Anthrax LF inh2 -6 and FadD28 FP inh -3.0.
For COc1cccc(-c2ncc3ccccn23)c1 the results were PfHsp40 rescue 0.1, BioA inh -0.5, BoNT-F LC inh -4, Mtb FBA inh 15, BoNT A protease 5.4, Mtb UGM inh -0.7, GDH-TPI counter 12, Anthrax LF inh2 11 and FadD28 FP inh -4.6.
O=C(CN1C(=O)NC2NC(=O)NC21)NN=C1CCCC1 (stereo unspecified) was read as PfHsp40 rescue -1.4, BoNT-F LC inh 0, Mtb FBA inh 3, BoNT A protease 0.1, Mtb UGM inh -3.6, GDH-TPI counter 12, Anthrax LF inh2 0 and FadD28 FP inh -0.2.
`CN1CCN(C(=S)c2ccc(Br)cc2)CC1` gave PfHsp40 rescue 0.0, BoNT-F LC inh -1, Mtb FBA inh -1, BoNT A protease 0.6, Mtb UGM inh -1.4, GDH-TPI counter -4, Anthrax LF inh2 -1 and FadD28 FP inh -2.9.
`CCOC(=O)C1=C[C@@H](C(C)(C)C)N(S(=O)(=O)c2ccc(C)cc2)[C@H]1c1ccccc1Cl` gave BioA inh 0.2, BoNT-F LC inh 4, Mtb FBA inh -4, BoNT A protease -0.6, Anthrax LF inh2 -4 and FadD28 FP inh -3.6.
`O=C(CSc1nnnn1-c1ccccc1)c1ccc(O)cc1O` gave PfHsp40 rescue 0.4, BioA inh -0.1, BoNT-F LC inh -3, Mtb FBA inh -8, BoNT A protease 0.4, Mtb UGM inh -2.5, GDH-TPI counter 42*, Anthrax LF inh2 -6 and FadD28 FP inh -2.1.
Cc1noc(C)c1C(=O)Nc1cc(Cl)ccc1N1CCOCC1 was read as PfHsp40 rescue 0.1, BioA inh -0.8, BoNT-F LC inh 3, Mtb FBA inh 5, BoNT A protease 0.4, Mtb UGM inh 0.2, GDH-TPI counter 12, Anthrax LF inh2 0 and FadD28 FP inh -2.0.
Cc1cccc(/C=C2/Sc3ccc(C(=O)N4CCOCC4)cc3NC2=O)c1 was read as PfHsp40 rescue 0.9, BioA inh -0.5, BoNT-F LC inh -3, Mtb FBA inh 2, BoNT A protease -0.5, Mtb UGM inh -0.9, GDH-TPI counter 18, Anthrax LF inh2 -2 and FadD28 FP inh 1.2.
For CCOc1ccccc1OCC(O)CNC (stereo unspecified) the results were PfHsp40 rescue 1.5, BoNT-F LC inh 5, Mtb FBA inh 1, BoNT A protease -0.5, Mtb UGM inh -1.0, GDH-TPI counter 7, Anthrax LF inh2 -6 and FadD28 FP inh 0.1.

The closing two records of the part before open the next one:
Cc1cccc(/C=C2/Sc3ccc(C(=O)N4CCOCC4)cc3NC2=O)c1 was read as PfHsp40 rescue 0.9, BioA inh -0.5, BoNT-F LC inh -3, Mtb FBA inh 2, BoNT A protease -0.5, Mtb UGM inh -0.9, GDH-TPI counter 18, Anthrax LF inh2 -2 and FadD28 FP inh 1.2.
For CCOc1ccccc1OCC(O)CNC (stereo unspecified) the results were PfHsp40 rescue 1.5, BoNT-F LC inh 5, Mtb FBA inh 1, BoNT A protease -0.5, Mtb UGM inh -1.0, GDH-TPI counter 7, Anthrax LF inh2 -6 and FadD28 FP inh 0.1.
For CCC(=O)N1CCCC(C)(C(=O)NS(=O)(=O)c2cccs2)C1 (stereo unspecified) the results were BioA inh -4.8, BoNT-F LC inh 5, Mtb FBA inh 3, BoNT A protease 0.2, GDH-TPI counter 4, Anthrax LF inh2 2 and FadD28 FP inh 1.5.
For O=C(NNC1=NS(=O)(=O)c2ccccc21)c1ccccc1 the results were PfHsp40 rescue -0.8, BioA inh -0.3, BoNT-F LC inh -16, Mtb FBA inh 0, BoNT A protease -1.4, Mtb UGM inh 1.1, GDH-TPI counter 22, Anthrax LF inh2 4 and FadD28 FP inh -0.5.
Screening CCn1c(CC(=O)Nc2ccccc2F)nnc1SCC(=O)N1CCN(c2ccccc2)CC1 returned PfHsp40 rescue -1.0, BioA inh 0.8, BoNT-F LC inh -3, Mtb FBA inh 2, BoNT A protease -0.3, Mtb UGM inh -0.9, GDH-TPI counter 1, Anthrax LF inh2 4 and FadD28 FP inh 0.3.
Screening COc1ccc(NC(=O)CSc2nc3sc4c(c3c(=O)n2-c2ccc(OC)cc2)CCN(C)C4)cc1 returned PfHsp40 rescue 0.8, BioA inh -0.4, BoNT-F LC inh -7, Mtb FBA inh 2, BoNT A protease 4.7, Mtb UGM inh 1.6, GDH-TPI counter 35*, Anthrax LF inh2 2 and FadD28 FP inh -2.5.
For O=C(Nc1cccc(Cl)c1Cl)c1ccncc1 the results were PfHsp40 rescue 0.7, BioA inh -0.7, BoNT-F LC inh 3, Mtb FBA inh 1, BoNT A protease 0.2, Mtb UGM inh 0.6, GDH-TPI counter -1, Anthrax LF inh2 -1 and FadD28 FP inh -1.2.
Screening Cn1ccnc1CN1CCCCC1C(=O)Nc1ccc(Oc2cccnc2)cc1 (stereo unspecified) returned PfHsp40 rescue 1.8, BioA inh 0.4, BoNT-F LC inh 2, Mtb FBA inh 1, BoNT A protease -0.8, Mtb UGM inh -0.7, GDH-TPI counter 2 and Anthrax LF inh2 -4.

Screening results (PubChem BioAssay)
